# RSV CPE inhibition: RSV antiviral activity via CPE protection, HEp-2 cells, primary 10 µM value included (AID 2391); HEp-2 cells, RSV-induced CPE inhibition; higher % means a stronger effect; hit rate 0.13% among 310,000; CPE inhibition, % at 10 µM; hits with a dose series show IC50 in µM; in the data active means a potency from the dose series; inconclusive means CPE inhibition mostly from about 23% at the one dose, without a potency; inactive means the rest, 99 in 100 with CPE inhibition below about 21%; further: strong numbers were not always called active
# NS5 inhibitors: flavivirus cap methylation enzyme inhibition – biochemical, confirmation dose response, primary screen (AID 588689); Dengue-2 NS5 methyltransferase capping enzyme assay, biochemical; higher % means a stronger effect; one-dose inhibition, % at 25 µM; IC50 in µM for titrated hits; hit rate 0.3% among 340,000; in the data active means a potency from the dose series; inconclusive means inhibition above about 29% without an active follow-up result
# West Nile virus CPE: West Nile virus antiviral activity, cell-based, CPE readout (AID 1621). West Nile virus-infected cells, CPE inhibition; higher % means a stronger effect. CPE inhibition, % at 10 µM; hits with a dose series show IC50 in µM. hit rate 0.02% among 290,000; in the data active means a potency from the dose series; inconclusive means CPE inhibition mostly from about 3.7% at the one dose, without a potency; inactive means the rest, 99 in 100 with CPE inhibition below about 2.2%; further: strong numbers were not always called active
# PhoP inhibition: inhibitors of PhoP regulon expression, primary screen, Salmonella Typhimurium, GFP reporter (AID 1863) | S. Typhimurium PhoP-regulated promoter GFP reporter, 4 h; higher % means a stronger effect | inhibition, % at 50 µM, or IC50 in µM where a hit was titrated | hit rate 0.16% among 300,000;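 active means inhibition over 29.93%, a cutoff 3 SD above the screen mean, later confirmed by dose response; inconclusive means inhibition over 29.93% but no dose response follow-up; inactive means inhibition at most 29.93% or unconfirmed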;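 further: 0% = low Mg2+ inducing control and 100% = high Mg2+ repressing control; strong numbers were not always called active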
# Large T inhibition: SV40 large T antigen inhibitors, biochemical (AID 1903); SV40 large T antigen ATPase/helicase inhibition assay; higher % means a stronger effect; inhibition, % at 20 µM; hits with a dose series show IC50 in µM; hit rate 0.39% among 310,000; in the data active means a potency from the dose series; inconclusive means inhibition mostly from about 32% at the one dose, without a potency; inactive means the rest, 99 in 100 with inhibition below about 32%; further: strong numbers were not always called active
# K1F lysis inhibition: inhibition of K1F phage lysis, E. coli UTI89, bacterial capsule biogenesis inhibitors, alamar blue (AID 488966) | E. coli UTI89 K1F phage lysis, alamar blue, 2 h; higher % means a stronger effect | inhibition, % at 100 µM; hits with a dose series show IC50 in µM | hit rate 0.02% among 340,000;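 active means phage lysis inhibition, versus mean bacterial control, above a set limit; inconclusive means no clear call, values can overlap the other calls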;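 further: capsule biogenesis inhibitors block K1F phage lysis so surviving cells raise fluorescence; higher fluorescence means more inhibition of phage lysis; actives were called in the ten point dose series up to 300 µM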
# NTR1 ag: NTR1-driven beta-arrestin-GFP spot formation – imaging, U2OS cells, high content, primary screen (AID 493036) | P30989 | agonist mode | activation, % at 20 µM | hit rate 0.17% among 330,000;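 active means activation at or above 40% of the spot to cytoplasm intensity ratio, with at least 20 cells analyzed; inconclusive means wells under 20 cells, flagged as cytotoxic or low count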;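 further: 0% = DMSO without peptide and 100% = 100 nM NTR1 peptide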
# Target sequence (P30989 whole entry, looked up): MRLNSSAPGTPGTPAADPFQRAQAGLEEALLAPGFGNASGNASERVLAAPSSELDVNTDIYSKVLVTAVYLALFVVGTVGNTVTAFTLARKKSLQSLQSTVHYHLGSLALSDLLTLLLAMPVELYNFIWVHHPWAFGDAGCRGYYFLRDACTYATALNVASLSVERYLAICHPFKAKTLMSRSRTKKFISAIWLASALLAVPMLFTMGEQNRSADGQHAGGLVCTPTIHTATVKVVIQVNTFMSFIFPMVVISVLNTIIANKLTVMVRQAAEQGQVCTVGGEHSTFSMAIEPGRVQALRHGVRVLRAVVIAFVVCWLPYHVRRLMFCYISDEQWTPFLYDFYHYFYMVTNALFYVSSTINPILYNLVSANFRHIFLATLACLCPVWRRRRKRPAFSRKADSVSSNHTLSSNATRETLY
# MgcRacGAP inhibition: MgcRacGAP GTPase-activating activity inhibitors, confirmation, biochemical, ADP Hunter fluorescence. AID 624330. MgcRacGAP-stimulated Rac1 GTP hydrolysis, ADP Hunter fluorescence; higher % means a stronger effect; GST-tagged Rac1 F28L mutant substrate. hit rate 0.6% among 340,000. inhibition, % at 30 µM, or IC50 in µM where a hit was titrated;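 active means first-screen hits whose inhibition reached a set limit at any dose in the follow-up dose series; inconclusive means inhibition above the set first-screen limit but never retested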;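 further: fluorescence reports GDP produced by GAP-driven GTP hydrolysis; strong numbers were not always called active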
# T cell HTS: T cell immune modulation candidate; 2C CD8+ T cell-vesicle binding, flow cytometry; stronger effect = lower value; calls only at 7 µM; hit rate 0.068% among 330,000;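 active means response, share of CD8 T cells binding vesicles, and their 90th percentile fluorescence all below set limits, cut at about 80% in these data, passing the limit was not always enough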
#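 Material: murine 2C transgenic CD8+ T lymphocytes / Also added: QL9-peptide-loaded Drosophila micro-vesicles bearing Ld, ICAM-1 and B7-1 / Schedule: binding step 1.5 h, 37 °C, antibody labelling 20 min, ice / Signal: flow cytometry, PE anti-B7-1 (FL2) versus Alexa647 anti-CD8 (FL8), PFA-fixed / Evaluation: percent CD8+ FL2 mean versus row control / Benchmarks: naked versus QL9-loaded vesicles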
# T cell HTS vesicle-bound %: recorded beside T cell HTS, whose call it bears; double positive events, %; measured here: CD8+ vesicle-bound cell fraction;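 binding gate set so that unloaded-vesicle control wells show 10% double positive cells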
# NTR1 ag cell count 20 µM: recorded beside NTR1 ag, whose call it bears; cell count; measured here: cell count, cytotoxicity flag
# NS5 inhibitors pilot replicate: further read-out of NS5 inhibitors, marked with its call; inhibition, %; measured here: pilot screen replicate inhibition
# Starred values were filed as active, the others as inactive; i = inactive; ? = inconclusive; / = no result given; [ ] = remark or other dose. No enrichment for hits; 1.5% or so of the library scored in one or more.
SMILES,RSV CPE inhibition,NS5 inhibitors,West Nile virus CPE,PhoP inhibition,Large T inhibition,K1F lysis inhibition,NTR1 ag,NTR1 ag cell count 20 µM,MgcRacGAP inhibition,T cell HTS,T cell HTS vesicle-bound %,others
Cc1ccc(CSc2nc3c(c(=O)[nH]2)CCC3)cc1,0.5%,-1.4%,-0.1%,-5.8%,13.0%,0.1%,2.3,75,2.1%,i,18.4,NS5 inhibitors pilot replicate=0.4
Cc1cccc(NC(=O)C2CCCN2/C=C/C(=O)C(F)(F)F)c1C (stereo not given),0.7%,-1.5%,-0.4%,3.2%,4.9%,0.9%,2.6,54,2.2%,i,31.5,
O=C(CCCN1C(=O)c2ccccc2C1=O)N1CCN(c2ccccn2)CC1,0.8%,-0.8%,0.1%,-14.6%,2.9%,0.0%,2.7,94,-1.3%,i,60.2,
N#Cc1cnc(SCCc2ccccc2)nc1N,11.0%,-32.7%,-0.1%,7.8%,12.7%,-0.2%,0.9,101,-0.3%,i,23.9,
CCCCn1c(SCC(=O)NCc2ccco2)nc2ccccc2c1=O,2.5%,-4.8%,0.6%,4.1%,5.2%,3.2%,-0.4,53,9.1%,i,56.5,
CC(=Nc1ccc(C)c(C)c1)C1=C(O)CSC1=O,3.8%,-1.4%,1.0%,0.4%,12.0%,6.2%,-0.4,54,7.8%,i,23.0,
CS(=O)(=O)N(CC(=O)N1CCN(c2ccccc2)CC1)C1CCCCC1,1.1%,-4.8%,0.2%,3.2%,11.8%,0.2%,0.5,78,9.0%,i,46.4,
O=C(O)Cn1c(=O)c(-c2ccccc2)nc2ccccc21,0.0%,4.7%,0.2%,-5.3%,-0.1%,0.0%,-1.9,61,6.0%,i,64.4,
Cc1nc2ccccc2c(=O)n1Cc1ccc([N+](=O)[O-])cc1,1.7%,-9.3%,-1.3%,5.7%,18.6%,-0.3%,1.3,65,3.1%,i,32.0,
CN(C)c1cc(NC(=O)CN2CCOCC2)c2ccccc2n1,2.9%,0.7%,/,/,/,-0.8%,0.8,53,1.0%,i,24.4,
N#Cc1ccc(NC(=O)Cn2c3[n+](c4ccc(C(F)(F)F)cc42)CCCCC3)cc1,0.6%,-7.6%,0.4%,-2.0%,6.4%,0.5%,-0.3,54,-1.7%,i,54.7,
CCN(CC)S(=O)(=O)c1ccc(NCC2COc3ccccc3O2)c([N+](=O)[O-])c1 (stereo not given),51.6%,-7.3%,-0.2%,0.1%,18.6%,0.4%,3.7,61,4.7%,i,43.6,
COc1ccccc1-n1c(CNc2ccc(F)cc2)nnc1SCC(=O)Nc1cc(C)on1,-0.5%,1.6%,-0.5%,2.1%,25.1%,-0.3%,-0.7,39,9.3%,i,27.0,
CCOc1ccc(NC(=S)/C(=C(\[O-])c2ccc(C)c([N+](=O)[O-])c2)[n+]2ccccc2)cc1,0.9%,5.5%,2.3%,-9.6%,11.4%,?,-0.8,66,14.3%,i,46.1,
Cc1cc(C(=O)CSc2n[nH]c(N)n2)c(C)n1-c1ccccc1,0.9%,-5.6%,0.6%,-0.5%,6.5%,3.9%,-0.6,62,-0.8%,i,29.0,
CNC(=S)Nn1cnc2ccccc21,0.3%,-17.2%,0.6%,-2.9%,7.7%,-0.3%[50 µM],1.8,62,8.4%,i,21.6,
CC1=C(C(=O)O)N2C(=O)C(NC(=O)c3nn(C)c(C)c3Cl)C2SC1 (stereo not given),1.7%,8.7%,0.5%,7.7%,12.9%,-0.9%,2.5,43,4.3%,i,11.3,
O=c1c2c(nc3cc(-c4ccc(Br)cc4)[nH]n13)CCCC2,3.8%,-4.1%,-1.2%,8.5%,6.4%,-0.8%,5.2,94,5.1%,i,45.5,
O=C(/C=C/c1ccccc1)CC(O)(c1ccccc1)C(F)(F)F (stereo not given),-1.9%,-26.9%,?,-4.0%,19.2%,0.0%,18.8,30,-3.4%,i,34.3,
CN(C(=O)COC(=O)c1ccccc1Cc1ccccc1)c1c(N)n(Cc2ccccc2)c(=O)[nH]c1=O,2.2%,-2.2%,/,-2.8%,21.5%,0.3%[50 µM],1.7,53,1.7%,i,32.4,
COc1ccc(-n2nnnc2/C=C\Nc2ccc(C)cc2)cc1,0.1%,-0.8%,0.5%,-1.6%,-1.6%,0.8%,1.7,43,6.9%,i,47.6,
CS(=O)(=O)N(CCc1ccccc1)CC(=O)N1CCCC1,-1.1%,-9.3%,0.1%,-10.4%,27.5%,-0.4%[50 µM],1.0,66,15.5%,i,41.3,
Clc1cccc(Nc2ncnc3c2cnn3-c2ccccc2)c1,22.2%,-4.9%,-0.2%,-0.1%,0.2%,0.1%,17.9,101,0.8%,i,42.8,
COc1ccc(S(=O)(=O)NCC2CCCN(C(=O)c3occc3C)C2)cc1 (stereo not given),-0.1%,-4.6%,-0.4%,-6.8%,-2.5%,0.2%,-0.8,36,2.1%,i,28.5,
O=C1N[C@H](Cc2c[nH]c3ccccc23)COC(=O)[C@H](Cc2ccc(F)cc2)C/C=C\C[C@H]1CC(=O)N(CCO)Cc1ccccc1,/,-4.9%,/,/,/,0.8%,4.7,57,8.3%,i,14.6,
COc1cc(/C=C/C(=O)OCc2cn3cc(Cl)ccc3n2)ccc1O,-0.8%,-6.2%,2.8%,/,12.4%,1.1%,-0.7,64,45.5µM*,i,55.6,
COc1ccccc1CC(=O)c1ccc(OCc2ccccc2)cc1,7.7%,-8.8%,/,2.6%,10.4%,0.3%,0.1,89,3.8%,i,28.4,
CN(C)S(=O)(=O)Oc1ccc(C(=O)Nc2cccc(C(F)(F)F)c2)cc1,-0.4%,-8.0%,-1.9%,-10.8%,4.6%,-0.2%,-0.9,77,15.5%,i,44.8,
Cc1ccccc1CN1CCC(n2nccc2NC(=O)c2ccc3c(c2)OCO3)CC1,1.1%,4.2%,-0.2%,0.5%,9.6%,0.0%,-0.4,63,4.6%,i,63.1,
Cn1/c(=N/N=C/c2ccccn2)sc2ccccc21,/,/,-0.6%,4.8%,4.0%,/,0.0,103,/,/,/,

# Two neighbouring compounds already listed, for reference:
SMILES,RSV CPE inhibition,NS5 inhibitors,West Nile virus CPE,PhoP inhibition,Large T inhibition,K1F lysis inhibition,NTR1 ag,NTR1 ag cell count 20 µM,MgcRacGAP inhibition,T cell HTS,T cell HTS vesicle-bound %,others
COc1ccc(-n2nnnc2/C=C\Nc2ccc(C)cc2)cc1,0.1%,-0.8%,0.5%,-1.6%,-1.6%,0.8%,1.7,43,6.9%,i,47.6,
CS(=O)(=O)N(CCc1ccccc1)CC(=O)N1CCCC1,-1.1%,-9.3%,0.1%,-10.4%,27.5%,-0.4%[50 µM],1.0,66,15.5%,i,41.3,

# Next entries follow.
SMILES,RSV CPE inhibition,NS5 inhibitors,West Nile virus CPE,PhoP inhibition,Large T inhibition,K1F lysis inhibition,NTR1 ag,NTR1 ag cell count 20 µM,MgcRacGAP inhibition,T cell HTS,T cell HTS vesicle-bound %,others
O=C(COc1ccccc1C(=O)Nc1ccccc1)c1ccc(Br)cc1,6.5%,2.3%,-0.8%,-3.5%,-4.7%,2.6%,4.2,55,3.4%,i,36.2,
CN1CCN(CCCCOc2ccccc2-c2ccccc2)CC1,-0.7%,-4.5%,1.0%,-0.6%,19.0%,0.2%,-1.4,88,25.7%,i,53.4,
N#Cc1ccc(N2C(=O)[C@@H]3C(C(=O)c4cnccn4)=NN[C@@H]3C2=O)cc1,/,/,-0.3%,-6.4%,7.8%,/,-0.9,43,/,i,31.0,
Cc1ccc(/C=N/NC(=O)C(C)Oc2ccccc2[N+](=O)[O-])s1 (stereo not given),1.3%,2.6%,-0.5%,-0.8%,9.3%,0.2%[50 µM],1.2,68,4.8%,i,22.6,
O=C(NC1CCCCC1)c1cc([N+](=O)[O-])ccc1N1CCOCC1,-0.5%,-4.0%,-0.3%,2.8%,-4.1%,0.1%,-1.6,41,4.6%,i,30.4,
CCC(C)Nc1nc2c(c(=O)[nH]c(=O)n2C)n1CCOc1ccccc1 (stereo not given),0.3%,4.2%,-0.3%,2.9%,21.9%,-0.1%,1.0,101,5.3%,i,61.1,
CCCCCCCCC(=O)N/N=C/c1ccccn1,5.5%,1.4%,-0.5%,4.8%,-2.6%,-1.0%,1.5,45,-1.4%,i,43.9,
COc1ccc(-c2noc(CN(C)Cc3ccccc3)n2)cc1,4.7%,/,-0.5%,9.0%,4.3%,1.7%,0.1,63,15.4%,i,43.3,
CCOc1ccc(C(=O)Cn2cnc3ccccc3c2=O)cc1,1.9%,-10.8%,-0.2%,-2.2%,24.2%,-0.3%,-0.4,54,1.7%,i,25.8,

# In the list so far, these have a furan ring, fused or not:
SMILES,RSV CPE inhibition,NS5 inhibitors,West Nile virus CPE,PhoP inhibition,Large T inhibition,K1F lysis inhibition,NTR1 ag,NTR1 ag cell count 20 µM,MgcRacGAP inhibition,T cell HTS,T cell HTS vesicle-bound %,others
CCCCn1c(SCC(=O)NCc2ccco2)nc2ccccc2c1=O,2.5%,-4.8%,0.6%,4.1%,5.2%,3.2%,-0.4,53,9.1%,i,56.5,
COc1ccc(S(=O)(=O)NCC2CCCN(C(=O)c3occc3C)C2)cc1 (stereo not given),-0.1%,-4.6%,-0.4%,-6.8%,-2.5%,0.2%,-0.8,36,2.1%,i,28.5,

# Screening results as filed in PubChem BioAssay.
